XIAP antagonists – XIAP antagonists, biochemical, IAP family, fluorescence polarization (AID 1018); displacement, % at 20 µM; hits with a dose series show IC50 in µM; E3 ubiquitin-protein ligase XIAP (Homo sapiens); XIAP BIR domain, fluorescence polarization peptide displacement; higher % means a stronger effect; hit rate 0.007% among 200,000; in the data active means displacement above about 50%; further: a part of the inactive calls stands beside numbers as strong as those of hits
SIAH1 antagonists – Siah-1 peptide-binding antagonists, primary screen, biochemical, fluorescence polarization, rhodamine-plectin, uHTS (AID 1817); hit rate 0.02% among 290,000; Siah-1 / rhodamine-plectin peptide fluorescence polarization; higher % means a stronger effect; displacement, % at 20 µM; hits with a dose series show IC50 in µM; E3 ubiquitin-protein ligase SIAH1 (Homo sapiens);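 active means displacement of at least 50% at 20 µM, with a fluorescence ratio check between 0.3 and a set limit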;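 further: plate controls were Siah plus tracer with DMSO for no effect and tracer alone without Siah for full effect; strong numbers were not always called active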
PMI inhibitors – inhibitors of human PMI, primary screen, biochemical, fluorescence intensity, coupled assay (AID 1209) | Mannose-6-phosphate isomerase (Homo sapiens) | purified PMI enzyme, coupled fluorescence intensity; higher % means a stronger effect | inhibition, % at 20 µM, or IC50 in µM where a hit was titrated | hit rate 0.42% among 190,000;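 further: plate controls were DMSO vehicle for no effect and wells lacking substrate for full effect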
TNAP activators – human TNAP enzyme activators, primary screen, biochemical, luminescent, no phosphate acceptor, uHTS (AID 1001); Alkaline phosphatase, tissue-nonspecific isozyme (Homo sapiens); purified TNAP, luminescent activation assay, no phosphate acceptor; higher activation fold means a stronger effect; one-dose activation fold at 20 µM; EC50 in µM for titrated hits; hit rate 0.03% among 200,000; in the data active means activation fold from about 3, or a potency from the dose series; inactive means the rest, 99 in 100 with activation fold below about 1.6; further: many of its hits are not listed in these tables
RSV antiviral HEp-2 – RSV antiviral activity via CPE protection, HEp-2 cells, primary 10 µM value included (AID 2391) | HEp-2 cells, RSV-induced CPE inhibition; higher % means a stronger effect | CPE inhibition, % at 10 µM, or IC50 in µM where a hit was titrated | hit rate 0.13% among 310,000; in the data active means a potency from the dose series; inconclusive means CPE inhibition mostly from about 23% at the one dose, without a potency; inactive means the rest, 99 in 100 with CPE inhibition below about 21%; further: strong numbers were not always called active
human PMI inhibitors – human PMI inhibitors, high substrate, primary screen, biochemical, fluorescence intensity, high mannose 6-phosphate (AID 1220); Mannose-6-phosphate isomerase (Homo sapiens); recombinant PMI enzyme, coupled fluorescence intensity; higher % means a stronger effect; hit rate 0.66% among 190,000; inhibition, % at 20 µM; hits with a dose series show IC50 in µM
Salmonella PhoP GFP – inhibitors of PhoP regulon expression, primary screen, Salmonella Typhimurium, GFP reporter (AID 1863); S. Typhimurium PhoP-regulated promoter GFP reporter, 4 h; higher % means a stronger effect; one-dose inhibition, % at 50 µM; IC50 in µM for titrated hits; hit rate 0.16% among 300,000;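 active means inhibition over 29.93%, a cutoff 3 SD above the screen mean, later confirmed by dose response; inconclusive means inhibition over 29.93% but no dose response follow-up; inactive means inhibition at most 29.93% or unconfirmed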;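 further: 0% = low Mg2+ inducing control and 100% = high Mg2+ repressing control; strong numbers were not always called active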
WT yeast gro inh – growth inhibition of WT strain, primary screen, mitochondrial fusion inhibitor project, WT and mutant strains, chemical genetic; inhibition, % at 10 µM; hit rate 2.1% among 190,000; AID 1362, 2008; mitochondrial fusion phenotypic screen; in the data active means inhibition above about 58%; tested in S. cerevisiae
Myeloid diff MLP – induction of myeloid progenitor differentiation, primary screen, cell-based, flow cytometry, MLPCN library. ER-HoxA9 myeloid progenitors, lysozyme-GFP differentiation. calls only at 10 µM. hit rate 1% among 360,000. AID 624256, 2012;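 active means normalized GFP-positive differentiation at or above the plate's own cutoff, the solvent-only control mean plus 3 SD; inconclusive means no clear call, values can overlap the other calls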;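 further: cells exposed to compound for four days before flow analysis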
WT yeast gro inh mutant strain – also measured in WT yeast gro inh; calls as there; inhibition, %; mitochondrial fusion phenotypic screen, mutant strain inhibition
Myeloid diff MLP GFP+ MAC1+ % – recorded beside Myeloid diff MLP, whose call it bears; GFP+ MAC1+ double positive, %; measured here: differentiation confirmed by MAC1 staining
Active calls of the source: *; i = inactive; ? = inconclusive; . = no result given; & = joins results of further samples. Unless noted, no stated cut-off is given here; in the data, active means inhibition above about 50%; inactive means the rest.

SMILES	XIAP antagonists	SIAH1 antagonists	PMI inhibitors	TNAP activators	RSV antiviral HEp-2	human PMI inhibitors	Salmonella PhoP GFP	WT yeast gro inh	WT yeast gro inh mutant strain	Myeloid diff MLP	Myeloid diff MLP GFP+ MAC1+ %
N#C/C(=C(/O)c1ccc([N+](=O)[O-])o1)c1nc2ccccc2[nH]1	.	-3%	.	.	1.1%	.	-10%	.	.	i	0.2
COc1cccc(N(C(=O)Cc2cccs2)C(C(=O)NC2CCCC2)c2ccncc2)c1 (stereo not given)	.	2%	.	.	0.2%	.	4%	.	.	i	3.3
CCC(C)(C)NC(=O)C1c2ccccc2Oc2ccccc21	-1.9%	5%	14%	1.1	-0.2%	35%	4%	4	4	i	0.0
COc1ccc(Cc2noc(CN3CCCC(OCc4ccccn4)C3)n2)cc1OC (stereo not given)	-1.4%	4%	10%	1.1	0.3%	4%	7%	6	4	i	0.1
Cc1c(Cl)c(C(=O)NC2C3CC4CC(C3)CC2C4)nn1C (stereo not given)	-4.5%	10%	-3%	1.1	2.4%	-7%	-9%	-7	0	i	2.4
C=CCn1c(C)cc(C(=O)COc2ncnc3sccc23)c1C	0.7%	2%	6%	1.1	-0.2%	11%	1%	1	-2	i	0.9
CCc1ccccc1NC(=O)c1cc(-c2cccs2)on1	.	-3%	.	.	8.2%	.	-12%	.	.	i	1.3
Cc1nc2sc3c(c2c(=O)n1NC(=O)CCBr)CCCC3	-4.9%	2%	5%	1	-0.9%	5%	5%	2	-12	i	0.1
CCC(C(=O)OCC(=O)NC(=O)NC(C)(C)C)c1ccccc1 (stereo not given)	-7.7%	0%	13%	1.1	-1.3%	9%	6%	4	-11	i	0.0
Cc1cc2cc(CN(Cc3cccs3)C(c3nnnn3C(C)(C)C)C(C)C)c3nnnn3c2cc1C (stereo not given)	-1.4%	-2%	-5%	1	.	-9%	0%	-5	-6	i	0.1
CC(=O)c1cc2ccc(O)cc2oc1=O	.	12%	.	.	4.7%	.	-4%	.	.	i	0.4
O=C1NC(c2ccccc2)Oc2ccccc21 (stereo not given)	.	1%	.	.	0.8%	.	-2%	.	.	i	0.4
C=CCNc1sc(C(=O)c2ccc(C)cc2)c(N)c1C#N	-2.0%	1%	1%	1	8.5%	5%	30%	8	-4	i	0.8
CC(C)C[C@H](NC(=O)N1CCn2c1nc1ccccc12)C(=O)N1CCCCC1	.	-2%	.	.	1.7%	.	-1%	.	.	i	3.1
O=C(COC(=O)/C=C/c1ccc(F)cc1)Nc1ccc(Cl)cn1	-3.0%	16%	-10%	1.2	-0.2%	-4%	4%	0	11	i	0.5
c1csc(-c2ccn[nH]2)c1	.	5%	.	.	1.0%	.	-2%	.	.	i	0.4
CC(C)[C@H](NC(=O)c1c(F)cccc1F)C(=O)N1CCN(c2ccc(F)cc2)CC1	.	-1%	.	.	0.0%	.	0%	.	.	i	0.7
CC1=Nc2ccccc2/C1=C/c1sc(=N)n(-c2nccs2)c1O	-4.0%	-8%	-7%	0.8	-5.3%	0%	-22%	36	14	i	3.4
Cc1oc(C(C)(C)C)cc1C(=O)Nc1cccc(/C=C\C(=O)O)c1	0.3%	5%	3%	1.1	1.6%	-3%	3%	-11	-10	i	1.1
Cc1ccc(CNC(=O)CCCc2ccccc2)cc1	-4.6%	-1%	-6%	1.1	-0.2%	4%	2%	7	-16	i	0.3
CCC(=O)C1CCCN(C(=O)c2ccc3nc(-c4cccc(OC)c4)oc3c2)C1 (stereo not given)	.	3%	.	.	7.1%	.	-1%	.	.	i	1.5
c1ccc(CSc2nnnn2-c2ccc3c(c2)OCCO3)nc1	-5.1%	1%	6%	1.1	3.9%	11%	10%	-11	-16	i	4.2
COCCNC(=O)COc1cccc2c1OC(C)(C)C2	-6.1%	-1%	-8%	1.2	1.4%	-7%	-2%	9	1	i	0.5
COC(=O)c1ccc(OC(=O)CS(=O)c2ccccc2[N+](=O)[O-])cc1 (stereo not given)	-20%	3%	5%	1	-0.2%	4%	10%	1	5	i	0.4

Single records (already shown). Values in the order: XIAP antagonists | SIAH1 antagonists | PMI inhibitors | TNAP activators | RSV antiviral HEp-2 | human PMI inhibitors | Salmonella PhoP GFP | WT yeast gro inh | WT yeast gro inh mutant strain | Myeloid diff MLP | Myeloid diff MLP GFP+ MAC1+ %
Cc1ccc(CNC(=O)CCCc2ccccc2)cc1 across the screens: -4.6% | -1% | -6% | 1.1 | -0.2% | 4% | 2% | 7 | -16 | i | 0.3
Cc1cc2cc(CN(Cc3cccs3)C(c3nnnn3C(C)(C)C)C(C)C)c3nnnn3c2cc1C (stereo not given) across the screens: -1.4% | -2% | -5% | 1 | . | -9% | 0% | -5 | -6 | i | 0.1
CCC(=O)C1CCCN(C(=O)c2ccc3nc(-c4cccc(OC)c4)oc3c2)C1 (stereo not given) across the screens: . | 3% | . | . | 7.1% | . | -1% | . | . | i | 1.5

Further compounds:
SMILES	XIAP antagonists	SIAH1 antagonists	PMI inhibitors	TNAP activators	RSV antiviral HEp-2	human PMI inhibitors	Salmonella PhoP GFP	WT yeast gro inh	WT yeast gro inh mutant strain	Myeloid diff MLP	Myeloid diff MLP GFP+ MAC1+ %
COc1ccc(C(=O)NC(Cn2ccnc2)C(C)(C)C)cc1OC1CCN(C(C)C)CC1 (stereo not given)	.	-3%	.	.	0.3%	.	4%	.	.	i	0.8
CC(C)c1ccccc1-n1c(-c2cccnc2)n[nH]c1=S	-7.4%	1%	7%	0.9	-0.5%	11%	-8%	3	13	i	0.2
CC(c1ccco1)N(C(=O)c1cccs1)c1ccccn1 (stereo not given)	-6.9%	7%	-5%	1.1	0.3%	-7%	10%	-12	-27	i	2.4
CCc1cccc(C)c1NC(=S)N(CCCN1CCN(C)CC1)Cc1cccs1	-11%	-5%	-4%	1.1	-2.7%	3%	-7%	5	9	i	0.4
Cc1ccccc1NCC(=O)N/N=C/c1ccc([N+](=O)[O-])cc1	-3.0%	-4%	-2%	0.9	0.5%	-3%	19%	7	-21	i	0.5
CCc1ccc(CN2CCN(S(=O)(=O)Cc3ccccc3)CC2)cc1	-8.8%	3%	3%	1.1	?	-9%	4%	-6	32	i	0.4
CCOC(=O)CCN(Cc1cccs1)S(=O)(=O)c1ccc(F)cc1	-6.1%	4%	8%	1.1	1.1%	21%	-12%	-9	20	i	4.4
Cc1ccccc1N1CCN(Cc2c(C#N)c3ccccc3n2C)CC1	4.9%	0%	2%	1.2	4.8%	4%	5%	33	-20	i	1.1
O=C(c1ccccc1)N1CCCCC(Cl)C1=O (stereo not given)	-3.8%	1%	2%	1.4	0.1%	-1%	-1%	-15	-10	i	0.6
CN(C)CC/C=C1/c2ccccc2Sc2ccc(Cl)cc21	.	5%	.	.	-0.2%&-0.3%	.	3%&-5%	.	.	i	5.0&0.5
Cc1ccc(N=Cc2ccc[nH]2)c(O)c1	0.8%	7%	41%	1.2	1.4%	36%	16%	-2	6	i	2.0
O=C(NCC1CCCO1)c1cc2nc(-c3ccco3)cc(C(F)(F)Cl)n2n1 (stereo not given)	.	7%	.	.	2.0%	.	3%	.	.	i	0.0
Nc1nc(SCc2ccccc2)n[nH]1	.	11%	.	.	3.1%	.	-10%	.	.	i	0.9
Cn1c(NCc2ccco2)nc2c1c(=O)n(Cc1ccc(Br)cc1)c(=O)n2C	-2.1%	-1%	21%	1.1	0.5%	22%	11%	20	-13	i	4.6
CCCCOC(=O)c1ccc(NC(=O)c2cc(Cl)c(Cl)cc2C(=O)O)cc1	-4.3%	3%	-9%	1.1	0.0%	-7%	1%	-2	6	i	0.3
CCN(CC)C(=O)Oc1ccc2oc(=O)cc(-c3cc4cccc(OC)c4o3)c2c1	.	1%	.	.	7.7%	.	-6%	.	.	i	0.3
O=C(N/N=C/c1cccc(O)c1)c1cc2c(ccc3ccccc32)o1	.	12%	.	.	2.2%	.	-7%	.	.	i	1.1
CN1CCN(c2ccc(NC(=S)NC(=O)c3cccc4ccccc34)cc2)CC1	.	-1%	.	.	-2.3%	.	-6%	.	.	i	0.7
Cc1ccc(C(=O)Nc2sc(C)c(C)c2C(=O)c2ccccc2)cc1	-2.1%	5%	50%*	1.1	11%	13%	-9%	33	17	i	0.8
CCS(=O)(=O)Nc1ccc(C2=NN(C(=S)Nc3ccccc3)C(c3ccco3)C2)cc1 (stereo not given)	-31%	-6%	9%	1.2	-0.6%	24%	-36%	-26	-4	i	0.7
CC(C)(C)n1nnnc1C(c1cccnc1)N1CCN(C(=O)c2ccco2)CC1 (stereo not given)	-3.9%	-4%	-16%	1.1	1.7%	-5%	0%	-3	-2	i	6.0
O=S(=O)(/C=C/c1ccccc1)N1CCN(c2ccc(F)cc2)CC1	-4.4%	1%	7%	0.9	7.4%	7%	-6%	10	10	i	0.4
COC(=O)c1cccc(NC(=S)N2CCN(C)CC2)c1	.	6%	.	.	0.0%	.	-3%	.	.	i	0.5
CCOc1cc(OCC)cc(C(=O)Nc2cccnc2)c1	-0.1%	-1%	-9%	1	1.6%	-7%	5%	4	-2	i	6.7
COc1ccccc1CNC(=O)C(=O)NCC1CCCO1 (stereo not given)	-6.9%	-1%	0%	1.1	-0.5%	-11%	0%	-8	-1	i	0.4
CC(Sc1nnc(-c2cc3ccccc3o2)n1-c1ccccc1)C(=O)O (stereo not given)	-2.5%	4%	13%	1.1	1.2%	8%	13%	-1	-10	i	1.3
O=c1c(-c2ccnn2-c2ccccc2F)cnc2n1CCS2	-5.4%	-3%	0%	1.1	0.7%	0%	-7%	15	15	i	0.3
CCOC(=O)c1cc2sccc2n1CC(=O)Nc1ccc2c(c1)OCCO2	-15%	0%	-27%	0.9	-0.3%	-13%	-2%	-22	-2	i	8.4
CCOC(=O)C(NC(=O)c1ccccc1)(Nc1cc(C)on1)C(F)(F)F (stereo not given)	-4.6%	4%	-7%	0.9	0.1%	-11%	10%	-2	4	i	0.7
O=C(COC(=O)C1CC1)Nc1ccc(Oc2ccccc2)cc1	0.6%	0%	5%	1.1	-0.6%	12%	5%	18	30	i	0.7
O=C(O)c1ccc(CNCc2cccc(Cl)c2)cc1	-5.2%	-1%	-35%	1.1	-1.5%	-14%	-4%	-2	-7	i	0.1
CC(C)c1csc(CN2CCC(N3CCC(C(=O)N4CCOCC4)CC3)CC2)n1	-7.4%	10%	8%	1	-2.6%	10%	-2%	-8	-13	i	0.2
Cc1ccc2c(N)c(C#N)sc2n1	-3.4%	-2%	21%	1	1.6%	15%	13%	87*	0.7*	i	0.9
COc1cc(=O)n(C)c2c(O)cccc12	-3.4%	-4%	4%	1.1	.	48%	4%	-4	6	i	1.7

PMI inhibitors, hit marks shown above
Compound | XIAP antagonists | SIAH1 antagonists | PMI inhibitors | TNAP activators | RSV antiviral HEp-2 | human PMI inhibitors | Salmonella PhoP GFP | WT yeast gro inh mutant strain | Myeloid diff MLP GFP+ MAC1+ %
Cc1ccc(C(=O)Nc2sc(C)c(C)c2C(=O)c2ccccc2)cc1 | -2.1% | 5% | 50%* | 1.1 | 11% | 13% | -9% | 17 | 0.8
